# Source: PubChem BioAssay (National Center for Advancing Translational Sciences (NCATS))
# AmpC detergent: AmpC beta-lactamase inhibition with detergent present; P00811; AmpC hydrolysis of nitrocefin, absorbance 480 nm, 0.01% Triton; Potency, µM (doses to about 114 µM), inactives show top-dose activity change, negative = inhibition, hits mostly inhibitors; actives 0.041% (n = 370,000);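 note: potency is the fitted concentration of half-maximal effect; 0% = no-compound wells and -100% = no-enzyme wells; nearly all actives have a fitted effect of over 25% in size; some results filed as inactive show a strong effect at the top dose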
# Target sequence (P00811 whole entry, looked up): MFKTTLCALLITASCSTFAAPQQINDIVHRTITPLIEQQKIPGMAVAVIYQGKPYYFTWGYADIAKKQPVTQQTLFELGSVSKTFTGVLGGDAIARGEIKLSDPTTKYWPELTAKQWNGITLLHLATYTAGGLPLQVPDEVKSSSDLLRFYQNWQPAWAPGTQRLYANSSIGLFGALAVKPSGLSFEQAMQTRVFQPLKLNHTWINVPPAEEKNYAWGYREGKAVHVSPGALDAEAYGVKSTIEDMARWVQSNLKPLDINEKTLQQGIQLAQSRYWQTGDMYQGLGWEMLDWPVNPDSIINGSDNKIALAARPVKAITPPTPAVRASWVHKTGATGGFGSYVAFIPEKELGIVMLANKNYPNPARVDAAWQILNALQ
#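 20 mM phosphate pH 7.0 + 0.01% (detergent screen) or 0.0001% Triton X-100; 5.3 nM AmpC reagent; cpd preinc 15 min RT; nitrocefin (800 uM stock) to start; A480 q20 s × 4 min; Activity was normalised to no-enzyme and no-compound control wells.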
# Giardia FBPA inh: inhibitors of Giardia lamblia fructose-1,6-bisphosphate aldolase | A8B2U2 | purified Giardia FBPA | Potency, µM (series often up to 59.6 µM), inactives show at the highest dose activity, negative = inhibition, actives largely listed as inhibitors | actives 0.71% (n = 290,000); note: potency is the fitted concentration of half-maximal effect; nearly all actives have a fitted effect of over 55% in size
# Target sequence (A8B2U2 whole entry, looked up): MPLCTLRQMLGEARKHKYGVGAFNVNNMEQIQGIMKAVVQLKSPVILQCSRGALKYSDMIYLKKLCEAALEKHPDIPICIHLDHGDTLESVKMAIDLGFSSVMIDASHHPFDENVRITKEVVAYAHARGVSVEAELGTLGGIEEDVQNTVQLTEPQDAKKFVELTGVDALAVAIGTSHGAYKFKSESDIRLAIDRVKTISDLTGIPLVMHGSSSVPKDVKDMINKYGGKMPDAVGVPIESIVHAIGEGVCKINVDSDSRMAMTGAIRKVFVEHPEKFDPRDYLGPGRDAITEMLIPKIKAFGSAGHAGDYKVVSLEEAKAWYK
#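 40 nM FBPA preincubated 10 min at RT with compound (up to 57.5 uM final), then substrate plus GAPDH/TPI/NAD/arsenate coupling and diaphorase/resazurin added. Fluorescence read after 20 min at RT, 525/598 nm.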
# HCMV antiviral: blocks human cytomegalovirus replication; activity change, negative = inhibition, % at 57.5 µM; AID 1259415; HFF cells, HCMV-luciferase reporter, 72 h; stronger effect = lower value; actives 4.5% (n = 410,000); in the data active = activity change below about -60%; inconclusive = no clear call, values can overlap the other calls; inactive = above about -39%
#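 Cell-based, HFFs, 1000 cells/well, 16 h 37C; cpds in DMSO + HCMV-luc, MOI 1 PFU/cell; 72 h 37C; OneGlo luminescence after 5 min RT; norm. to buffer vs Salinomycin 10uM.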
# Sm TGR inh: inhibitors of Schistosoma mansoni thioredoxin glutathione reductase | Q962Y6 | purified TGR, DTNB reduction, TNB absorbance 405 nm | Potency, µM (titrated, usually from 114 µM), for inactives: top-dose activity change, negative = inhibition, most hits filed as inhibitors | actives 3% (n = 360,000); note: potency is the fitted concentration of half-maximal effect; nearly all actives have a fitted effect of over 60% in size
#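 TGR 20 nM + NADPH 100 uM (dispensed conc.), cpd preinc 15 min RT; start with NADPH (500 uM addition) then DTNB (15 mM addition). Kinetic TNB absorbance, 405 nm filter. Four-parameter Hill fit across titration.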
# AmpC no deterg: blocks E. coli AmpC beta-lactamase in detergent-free assay. P00811. AmpC nitrocefin hydrolysis, absorbance 480 nm, 0.0001% Triton. Potency, µM (doses to about 57.1 µM), without a hit: at the highest dose activity change, negative = inhibition, actives largely listed as inhibitors. actives 0.52% (n = 330,000). AID 485341;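 note: potency is the fitted concentration of half-maximal effect; plate controls were no compound for no effect and no enzyme for full effect; nearly all actives have a fitted effect of over 20% in size; some results filed as inactive show a strong effect at the top dose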
#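 AmpC (5.3 nM in the dispensed reagent) in 20 mM phosphate pH 7.0 with 0.01% (detergent screen) or 0.0001% Triton X-100 was preincubated with compounds for 15 min at room temperature. Nitrocefin was then added from an 800 uM solution, and hydrolysis was followed at 480 nm.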
# AMA1 RON2 block: AMA1-RON2 (P. falciparum) interaction inhibition | AlphaScreen AMA1-biotinylated RON2 peptide binding | Potency, µM (doses to about 58.2 µM), for the others: at the highest dose activity change, negative = inhibition, hits mostly inhibitors | actives 0.2% (n = 360,000);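 note: potency is the fitted concentration of half-maximal effect; 0% = vehicle wells and -100% = peptide control; nearly all actives have a fitted effect of over 45% in size; some results filed as inactive show a strong effect at the top dose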
#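 AMA1 (3D7) with his tag at 25 nM final met compounds first, then biotinylated RON2 peptide at 25 nM; detection used donor plus acceptor beads, 10 µg/mL apiece, read by AlphaScreen after 30 min at room temperature.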
# An asterisk follows results filed as active; ? = inconclusive; . = no result given; [ ] = remark or other dose. Unless noted, calls come from the whole dose curve; as a rule, active = well fitted curve in the direction sought with a large enough effect; inconclusive = small, poorly fitted or top-dose-only effect, or another doubt; inactive = no such curve, though single readings can be large; an effect the other way counts as inactive or inconclusive. Unless noted, % is set by controls: 0 for no effect and ±100 for the full control effect.
# The line under a structure holds: Sm TGR inh	HCMV antiviral	AmpC detergent	AmpC no deterg	Giardia FBPA inh	AMA1 RON2 block
O=C(NCCC1=CCCCC1)C1CCN(C(=O)N2CCOc3ccc(Cl)cc32)CC1
 : 4.3%	4.2	15.4%	.	.	.
COc1ccc(S(=O)(=O)N2CCN=C2SCc2cccc(C)c2)cc1
 : 0.9%	-74.7*	0.8%	21.1%	1.9%	18.1%
Cc1ccc(NC(=S)N2CCN(c3ccccc3F)CC2)c(C)c1
 : -19.2%	-11.3	-5.9%	-36.7%	6.3%	19.8%
COc1cc(C=O)ccc1Oc1nnnn1-c1ccc(C(N)=O)cc1
 : 0.4%	7.1	-12.1%	-11.5%	1.4%	-8.9%
O=S(=O)(c1ccc(Oc2ccc(Cl)cc2)nc1)N1CCOCC1
 : -2.4%	1.9	-0.1%	-3.9%	.	-6.6%
NC(=O)CSc1nnc(-c2ccc(O)cc2)n1Cc1ccco1
 : -9.5%	27.1	-0.3%	-9.5%	-0.1%	-1.8%
C=CCNC(=O)/C(C#N)=C/c1ccc2c(c1)OCCO2
 : -16.6%	-31.8	2.5%	-7.2%	10.1%	-4.1%
O=[N+]([O-])c1cc(C(F)(F)F)cc([N+](=O)[O-])c1Sc1n[nH]c(C(F)(F)F)n1
 : 0.2%	12.3	-6.9%	-21.2%	17.7µM*	-6.9%
Cc1cc(C)c2oc(C(=O)N3CCN(C)CC3)cc(=O)c2c1
 : -2.7%	-34.2	9.5%	1.4%	-9.2%	30.2%[activator]
COc1ccc2c(c1)c(/C=C/c1cc[n+](C)cc1)cn2C
 : -17.5%	-97.6*	-9.5%	-0.6%	?	13.4%
COc1cccc(/C=N/NC(=O)c2ccc(N3CCCC3=O)cc2)c1
 : -10.8%	7.0	-1.9%	-20.0%	-1.7%	5.4%
O=C(CSc1nc2ccccc2n1CC(=O)N1CCCC1)Nc1nccs1
 : 5.1%	20.0	1.3%	-6.2%	-9.7%	-4.0%
Nc1nc2c(s1)CCCCCCCCCC2
 : -27.7%	73.8	-1.1%	-31.5%	-8.7%	-14.4%
Cc1ccc(Nc2c(F)c(F)c(F)c(F)c2C(=O)O)c(C)c1
 : 5.8%	9.8	1.9%	-22.7%	23.0%	12.5%
O=C(Nc1cc(Cl)cc(Cl)c1)c1cccc(OC(F)F)c1
 : 35.8%	-74.7*	-11.5%	-42.2%	-7.6%	15.7%
CSc1ccccc1C(=O)NCc1ccccc1C
 : .	-12.6	-4.3%	-25.2%	6.8%	4.0%
CN1CCN(C(=O)c2ccccc2NC(=O)C(C)(C)C)CC1
 : -2.2%	7.9	?	-7.1%	-0.4%	-7.0%
CCN(C(=O)Cn1nc2c3cc(F)ccc3n(Cc3cccc(C)c3)cc-2c1=O)c1cccc(C)c1
 : -4.6%	-2.5	-6.4%	.	.	.
O=S(=O)(c1ccc(F)c(F)c1)N1CCCc2ccccc21
 : -8.7%	-10.1	-1.2%	-14.8%	-4.7%	8.3%
CCOC(=O)C1CCN(S(=O)(=O)c2ccc3c4c(cccc24)C(=O)N3CC)CC1
 : .	5.8	.	9.9%	.	3.1%

# The line under a structure holds: Sm TGR inh	HCMV antiviral	AmpC detergent	AmpC no deterg	Giardia FBPA inh	AMA1 RON2 block
COc1ccc(CNS(=O)(=O)c2cc3c4c(c2)C(C)C(=O)N4CCC3)cc1 (stereo unspecified)
 : 57.3%[activator]	?	1.9%	-13.5%	-4.9%	-4.8%
Cc1cc(C)c(NS(=O)(=O)c2ccc(NC(=O)c3cccs3)cc2)c(C)c1
 : -1.5%	28.8	-12.5%	-53.0%	0.3%	12.6%
CC1CCN(S(=O)(=O)c2ccccc2[N+](=O)[O-])CC1
 : -14.4%	-27.6	?	-25.4%	3.2%	-8.5%
Cc1ncccc1C(=O)N1CCCC(CNC(=O)c2ccc(-c3ccccc3)cc2)C1 (stereo unspecified)
 : 3.9%	?	-6.9%	105.3%[activator]	15.9%	-1.0%
CC(C)(C)C(=O)[C@@H]1[C@@H]2C(=O)N(C3CCCCC3)C(=O)[C@@H]2[C@H]2c3ccccc3C=CN12
 : -33.4%	-30.2	?	-3.3%	?	23.9%
CCOC(=O)C1=C(C)OC(N)=C(C#N)C12C(=O)N(C)c1ccccc12 (stereo unspecified)
 : 5.9%	18.0	-10.6%	3.7%	.	1.0%
Cc1ccc(-n2c(C)cc(C(=S)N3CCOCC3)c2C)cc1C
 : 0.0%	-11.9	?	52.2%	0.6%	-7.9%
N#Cc1cccc(NC(=O)c2ccccc2C(=O)O)c1
 : -8.1%	18.1	0.5%	-27.4%	1.8%	-7.3%
CC(C)C(NC(=O)c1ccc(C(C)(C)C)cc1)C(=O)NCc1ccccn1 (stereo unspecified)
 : -3.1%	-13.7	-7.4%	-9.1%	.	-1.2%
COc1ccc(NC(=O)CN2C(=O)NC3(CCCCCC3)C2=O)cc1Cl
 : .	16.7	.	-17.0%	.	8.7%
Cc1ccc2c(c1)CCCN2C(=O)c1ccc2c(c1)OCO2
 : 7.4%	-14.3	-3.4%	?	-12.6%	0.5%
C#CCNC(=O)C1=C[C@H](c2ccccc2)[C@@H](CCCO)[C@H](OCC)O1
 : 20µM*	12.3	-3.3%	10.2%	0.8%	-3.8%
Clc1ccc(-n2ncc3c(N4CCCC4)ncnc32)cc1
 : -29.6%	-66.1*	-15.0%	-4.3%	0.0%	-0.6%
CCCN1C(=O)/C(=C/c2nc3ccccc3c(=O)[nH]2)c2ccccc21
 : 3.4%	-2.3	0.7%	-13.8%	4.8%	-9.4%
N#Cc1c2n(c3c(-c4ccccc4)ncnc13)CCC2
 : -17.9%	-30.2	-5.1%	-14.9%	3.7%	3.9%
CNc1cc(N2CCCC2)ccc1[N+](=O)[O-]
 : -8.1%	9.9	-10.3%	2.0%[2.29 µM]	-2.1%	9.0%
CCO[C@@H]1OC(C(=O)N2CCOCC2)=C[C@H](c2cn(C(C)=O)c3ccccc23)[C@H]1CCCO
 : -16.3%	-18.9	-2.0%	88.0%[activator]	2.2%	35.4%[activator]
O=C(Nc1ccon1)c1ccc(Br)s1
 : 12.1%	27.6	1.5%	-9.4%	-3.0%	-3.7%
N=c1c(S(=O)(=O)c2ccc(Cl)cc2)cc2c(=O)n3ccccc3nc2n1C1CCCCC1
 : 3.0%	68.0	6.1%	-15.2%	.	5.3%
O=C(CN1CCCCC1)Nc1ccccc1-c1ccccc1
 : -14.0%	-18.6	-3.6%	-0.1%	-1.8%	-4.5%

# The line under a structure holds: Sm TGR inh	HCMV antiviral	AmpC detergent	AmpC no deterg	Giardia FBPA inh	AMA1 RON2 block
Cc1ccc(S(=O)(=O)NCC2CCC(C(=O)NCc3ccccn3)CC2)cc1 (stereo unspecified)
 : 7.1%	13.2	1.8%	9.4%	0.1%	13.7%
CCCCn1c(-c2cccnc2)n[nH]c1=S
 : -7.8%	-22.3	-3.6%	-13.2%	?	11.2%
Cc1ccc(CNC(=O)c2ccccc2NC(=O)c2nsc3ccccc23)cc1
 : 5.0%	-88.5*	25.6%	.	.	.
COc1cccc(OCC(O)CNC2CCCC2)c1 (stereo unspecified)
 : 11.3%	-2.7	-15.8%	0.4%	?	0.0%
O=C(CSc1ncc2c(n1)-c1ccccc1N(Cc1ccc(Cl)cc1)S2(=O)=O)c1ccc(Cl)cc1
 : -3.5%	0.1	-8.1%	.	.	.
CC1(C)Cc2c(c(N3CCOCC3)nc3sc4c(NCc5ccco5)nnnc4c23)CS1
 : 39.8µM*	-5.7	-10.5%	-35.6%	-9.8%	-4.7%
O=C(Nc1ccc(Br)cc1)C1CCN(C(=O)c2ccc(F)cc2)CC1
 : -3.3%	?	0.0%	4.3%	1.5%	-1.0%
CN1CCN2c3ccccc3Cc3ccccc3C2C1 (stereo unspecified)
 : -5.4%	?	-7.4%	-8.8%	?	-20.3%
Cc1c(C)c2c(OCC(=O)N3CCC(O)CC3)cc3c(c2oc1=O)CCC(C)(C)O3
 : -8.0%	-20.7	-6.0%	226.6%[activator]	10.0%	-8.5%
Cc1cc(N2CCOCC2)nc2ccc(NC(=O)CCC(=O)N3CCCCC3)cc12
 : 12.1%	146.3	-3.4%	-1.5%	-1.0%	-12.0%
CCN(c1ccccc1)S(=O)(=O)c1ccc(OC)c(NC(=O)C2CC(=O)N(Cc3ccccc3)C2)c1 (stereo unspecified)
 : 1.8%	-22.8	-0.8%	117.6%[activator]	-0.3%	-2.6%
Cc1ccc(S(=O)(=O)N2CCN(c3nccnc3C#N)CC2)cc1
 : -2.6%	-24.4	-9.2%	-2.9%	1.0%	10.2%
CCCn1c2c(c(O)c(C(=O)NC)c1=O)CCCC2
 : 1.8%	-32.6	?	-8.8%	0.0%	0.0%
Nc1ccccc1S(N)(=O)=O
 : -4.9%	14.6	?	-12.8%	3.4%[21.7 µM]	0.0%
CCOc1ccc(-c2cn(CCC#N)cn2)cc1
 : 2.3%	-21.1	-3.2%	-21.4%	9.2%	0.3%
Cc1cc(NC(=O)CS(=O)(=O)Cc2ccccc2)no1
 : .	-33.4	?	-33.6%	2.1%	?
CC(C)CCc1noc(CN(C)CCC2CCOCC2)n1
 : -15.7%	-19.2	-5.6%	0.0%	6.9%	10.0%
O=C(CSc1cn(CC(=O)N2CCCCC2)c2ccccc12)Nc1ccccc1F
 : -4.6%	?	-4.4%	.	.	.
CCCCC(=O)NC1(C(F)(F)F)C(=O)Nc2c1c(=O)n(C)c(=O)n2C (stereo unspecified)
 : -4.8%	13.2	-3.1%	-16.8%	2.7%	0.4%
Cc1cccc(NC(=O)CNC(=O)c2ccc3nc[nH]c3c2)c1C
 : 1.5%	-1.0	-9.1%	-20.1%	.	-18.4%
